Bioassay records (PubChem BioAssay)
miR-122 sensor: blocks miR-122 activity in Huh7 sensor cells | activation (reporter increase), % at 12.5 µM | 0.3% of 340,000 active | Huh7 miR-122 Renilla luciferase sensor, 48 h; neutral wells = 0, positive control = 100;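 active means mean replicate activation score at least 90 and every replicate individually at or above 90; inconclusive means only one of the two criteria met; inactive means neither criterion met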;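 further: higher luciferase means less miR-122 activity so hits act as miR-122 inhibitors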
EWS-Fli inh: EWS/Fli transcriptional activity inhibition; A673 NR0B1-luciferase reporter, viability-normalised; inhibition, % at 12.6 µM; 0.67% of 350,000 active; AID 651661;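 active means mean inhibition of at least 50% after viability correction, with every replicate also passing that limit; inconclusive means mean reaches 50% but only one of two replicates passes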;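 further: firefly luciferase signal divided by Alamar Blue viability fluorescence both relative to DMSO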
INS-1E GSIS act: primary screen for activators of insulin secretion dependent on glucose, INS-1E cells, GLuc reporter luminescence; 0.61% of 370,000 active; INS-1E GLuc reporter insulin secretion, 2-3 h; activation, % at 16.6 µM; AID 743287;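 active means lowest replicate activation of at least 40%, so every replicate reaches that level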;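 further: 0% = median of neutral control wells and 100% = median of IBMX positive control wells; some compounds called inactive have numbers as strong as hits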
DENV2 CPE rescue: protects cells from dengue virus 2 cytopathic effect; DENV2-infected cells, cytopathic effect rescue, plate reader; CPE inhibition, % at 9.99 µM; 1.7% of 350,000 active; AID 651640; in the data active means CPE inhibition above about 20%, passing the limit was not always enough; inconclusive means no clear call, values can overlap the other calls; tested in BHK-21 cells;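 further: 0% = median of neutral control wells and 100% = median of positive control wells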
FN deposit inh: fibronectin deposition inhibition; 0.086% of 350,000 active; AH1F fibroblasts, Alexa488-fibronectin deposition fluorescence, overnight; AID 743247; inhibition, % at 12.6 µM;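 active means mean inhibition across replicates of 30% or more, regardless of how many single replicates reach that level; inconclusive means mean under 30% yet at least half of replicates reach 30%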;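 further: positive control wells lacked labelled fibronectin entirely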
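Material: AH1F fibroblasts assembling fluorescent fibronectin matrix; amount: 10000 AH1F cells/well; medium: DMEM, 2% serum; reagent: Alexa488-fibronectin, 24 nM final in well; dosing: single compound dose, delivered by pin transfer; incubation: 1 h adhesion, overnight exposure; detection: fluorescence after three HBSS washes, excitation 485 nm, emission 525 nm; measure: fibronectin deposition inhibition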
PAX8 inh HTS: PAX8 transcriptional activity inhibition | inhibition, % at 12.6 µM | AID 652154 | 1.2% of 360,000 active | RMG-I TPO-luciferase reporter, SteadyGlo, 24 h;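 active means mean replicate inhibition at least 60% with every replicate also reaching 60%; inconclusive means only one of the two criteria is met; inactive means mean below 60% and not all replicates reaching 60%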;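 further: luciferase light reporting Pax8 driven TPO promoter activity; plate controls were median of neutral control wells for no effect and mitoxantrone controls for full effect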
CFTR F508del cor: correctors of CFTR F508del function in bronchial epithelial cells | CFBE cells, YFP halide quenching; stimulated with forskolin plus potentiator P3; % fluorescence drop versus neutral controls | activity (quench increase), % at 7.58 µM | 0.36% of 350,000 active;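 active means mean added fluorescence quench of at least 8% versus neutral control, with both replicates also reaching 8%; inconclusive means only one of the mean or replicate conditions met; inactive means mean below 8% and not both replicates reaching 8%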;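 further: cells transiently co-express mutant CFTR-F508del with the halide-sensitive YFP; corrector assay measuring rescue of mutant channel to the surface after 24 h compound exposure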
Numbers without * were called inactive; ? = inconclusive; / = no result given; [ ] = another dose, or the depositor's remark.

SMILES	miR-122 sensor	EWS-Fli inh	INS-1E GSIS act	DENV2 CPE rescue	FN deposit inh	PAX8 inh HTS	CFTR F508del cor
C[C@H]1Cn2cnc(C(=O)NCc3ccc(CNC(=O)OC(C)(C)C)cc3)c2C(=O)N1	1	-3	15	-9	-3	-6	-4.2
CCN(CC)CCNC(=O)c1ccc(NC(=O)C2CCN(c3ncnc4sc(C)c(C)c34)CC2)cc1	-2	/	19	14	7	-11	0.0
Cc1ccc(S(=O)(=O)Nc2ccc3c(c2)C(=O)N([C@H](C)CO)C[C@@H](C)[C@H](CN(C)C(=O)NC2CCCCC2)O3)cc1	-3[16.7 µM]	-5	-1	41*	/	0	-0.1
CC(C)(C)NC(=O)c1cccnc1Sc1ccccc1	0	-2	22	6	1	-7	-0.6
CCn1c(SCC(=O)Nc2ccccc2C(=O)OC)nnc1-c1ccc(N)cc1	-18	/	22	/	1	/	/
CC(=O)Nc1ccc(NC(=O)CSc2nnc(NC(=O)C3CC(=O)N(c4ccc(F)cc4)C3)s2)cc1 (configuration not stated)	-2	2	20	-7	6	/	-1.2
CCOc1ccccc1N1CCN(CC(=O)NCCc2ccc(S(N)(=O)=O)cc2)CC1	/	4	5	-2	/	-19	/
CC(=O)Nc1cc(C(=O)N2CCCC2)ccc1Sc1ccc(Cl)cc1	-6	/	4	/	5	/	/
CN1CCCC(C)(C(=O)Nc2cccc(Oc3ccccc3)c2)C1 (configuration not stated)	7	3	/	-3	/	-17	0.7
CC(C)=NN1C(c2nonc2N)=NOC1(C)C	-4	14	/	5	1	-12	0.8
CCN(CC)c1ccc(NC(=O)c2cnccn2)cc1S(=O)(=O)Nc1ccc(OC)cc1	123*	/	-23	/	9	13	/
O=C(Nc1ccc(-c2nc3ccccc3s2)cc1)c1cc(-n2cnnc2)ccc1Cl	/	-10	1	-1	/	/	1.6
NC1(CO)COC(c2ccccc2)OC1 (configuration not stated)	-4	-8	-3	0	/	8	-0.3
Cc1ccccc1S(=O)(=O)N1CCCCN2[C@H](CO)[C@H](c3ccc(C#CCN(C)C)cc3)[C@@H]2C1	-6[16.7 µM]	-10	-1	6	1	16	-6.4
Cc1ccnc(NC(=O)CCc2c(C)nc3ncnn3c2C)c1	-3	/	/	/	2	-4	/
N=c1n(CCN2CCOCC2)c2ccccc2n1CC(=O)c1cccc([N+](=O)[O-])c1	-7	-54	-2	2	0	15	-0.6
CC(C)NC(=O)N(C)C[C@@H]1OCCCC[C@H](C)Oc2ccc(NC(=O)Nc3cccc4ccccc34)cc2C(=O)N([C@@H](C)CO)C[C@H]1C	-7[16.7 µM]	-10	6	2	4	-12	-0.4
COc1ccccc1C(=O)C1CCCN(C(=O)Nc2ccccc2F)C1 (configuration not stated)	-6	-54	11	2	5	-35	-1.9
Fc1ccc(Nc2nc(N3CCOCC3)nc(N3CCOCC3)n2)cc1	1	5	-5	0	9	19	2.2
C[C@H]1CN([C@@H](C)CO)C(=O)Cc2cc(NC(=O)Cn3cnnn3)ccc2O[C@H]1CN(C)S(=O)(=O)c1cccs1	-1[16.7 µM]	2	1	-7	/	-1	-0.7
COc1ccc(-c2ccccc2)cc1NCc1ccccc1C	-5	-30	/	5	3	-42	/
CCOC(=O)C1=C(C)NC(C)=C(C(=O)OCC)C1c1ccc(Br)o1	-3	3	-35	-11	6	13	-2.3
COc1ccc(NC(=O)O[C@@H](C)[C@@H]2CN3CCc4c([nH]c5ccc(-c6ccc(OC)cc6)cc45)[C@@H]3C[C@@H]2N(C)C(=O)Nc2ccc(OC)cc2)cc1	-5	11	-2	6	4	12	3.5
O=C(c1ccccc1)N1CCN=C1c1ccccc1	-4	/	11	/	7	-11	/
C[C@H]1CN(c2ccccc2)C(=O)[C@@H]1CC(=O)Nc1ccccc1	0	0	3	-10	-3	-13	0.0

Look-ups from the results shown.
Under DENV2 CPE rescue, CC(=O)Nc1ccc(NC(=O)CSc2nnc(NC(=O)C3CC(=O)N(c4ccc(F)cc4)C3)s2)cc1 (configuration not stated) is entered as -7
Under CFTR F508del cor, O=C(Nc1ccc(-c2nc3ccccc3s2)cc1)c1cc(-n2cnnc2)ccc1Cl is entered as 1.6
Under PAX8 inh HTS, Cc1ccnc(NC(=O)CCc2c(C)nc3ncnn3c2C)c1 is entered as -4
Under PAX8 inh HTS, CCOc1ccccc1N1CCN(CC(=O)NCCc2ccc(S(N)(=O)=O)cc2)CC1 is entered as -19
Under INS-1E GSIS act, CC(C)NC(=O)N(C)C[C@@H]1OCCCC[C@H](C)Oc2ccc(NC(=O)Nc3cccc4ccccc34)cc2C(=O)N([C@@H](C)CO)C[C@H]1C is entered as 6
Under miR-122 sensor, O=C(c1ccccc1)N1CCN=C1c1ccccc1 is entered as -4
Under miR-122 sensor, NC1(CO)COC(c2ccccc2)OC1 (configuration not stated) is entered as -4

Full records as entered above. Screens in order: miR-122 sensor, EWS-Fli inh, INS-1E GSIS act, DENV2 CPE rescue, FN deposit inh, PAX8 inh HTS, CFTR F508del cor
Profile of Cc1ccnc(NC(=O)CCc2c(C)nc3ncnn3c2C)c1 → -3, /, /, /, 2, -4, /
Profile of O=C(Nc1ccc(-c2nc3ccccc3s2)cc1)c1cc(-n2cnnc2)ccc1Cl → /, -10, 1, -1, /, /, 1.6

Next structures
SMILES	miR-122 sensor	EWS-Fli inh	INS-1E GSIS act	DENV2 CPE rescue	FN deposit inh	PAX8 inh HTS	CFTR F508del cor
CC(C)CCNC(=O)C12CN(Cc3ccccc3)CC1C(c1cccc([N+](=O)[O-])c1)=NO2 (configuration not stated)	/	2	/	-9	-7	-1	2.9
O=C(Nc1cccnc1Cl)c1cc(-c2ccco2)on1	-4	/	/	/	-2	-120	/
COc1ccc(C(c2nnnn2C2CCCC2)N2CCN(C/C=C/c3ccccc3)CC2)cc1 (configuration not stated)	0	8	-43	-7	/	3	0.9
CC(C)(C)c1ccc(NC(=S)NCCc2ccccn2)cc1	/	-11	1	6	16	-27	-1.7
O=C(NC1CCCC1)N1CCCCN2[C@H](C1)[C@@H](c1ccc(-c3cccnc3)cc1)[C@@H]2CO	6[16.7 µM]	2	9	-5	3	3	-0.7
COc1ccc(C(=O)NC2CC2)cc1OC1CCN(Cc2ccccc2O)CC1	-2	/	9	-1	-2	1	-2.4
COC(=O)C[C@@H]1CC[C@H](NS(=O)(=O)c2ccc(OC)cc2)[C@@H](CO)O1	/	-6	3	-2	-2	0	-2.7
CCN(CC(=O)Nc1c(F)cccc1F)C(=O)c1cc(-c2cccs2)nn1-c1ccccc1	1	0	3	?	13	23	3.4
CCCCCCNCc1c(F)cccc1Cl	/	/	16	/	-2	-9	/
CN(Cc1ccccc1)C(=O)N1CCOCC1	-4	0	13	-3	-1	8	1.2
Cc1cc(F)ccc1S(=O)(=O)Nc1ccccc1C(=O)N1CCCC1	/	-8	-2	0	2	1	-0.9
N#C[C@H]1[C@H](c2ccccc2)[C@H](CO)N1S(=O)(=O)c1ccc(F)cc1	/	1	11	1	-1	21	2.9
Cc1scc(-c2n[nH]c(=S)n2C(C)c2ccccc2)c1C (configuration not stated)	2	-9	1	3	0	6	/
C[C@@H]1CN([C@H](C)CO)C(=O)Cc2cc(NS(=O)(=O)c3ccc(Cl)cc3)ccc2O[C@@H]1CN(C)Cc1ccc(-c2ccccc2)cc1	-2[16.7 µM]	8	4	/	/	11	5.1
C[C@@H]1CN([C@H](C)CO)C(=O)Cc2cc(NC(=O)c3ccncc3)ccc2O[C@H]1CN(C)Cc1ccc(C(=O)Nc2ccccc2N)cc1	/	-5	-18	-2	/	-26	-0.5
C=CCOc1cccc(C2c3c(oc4ccccc4c3=O)C(=O)N2c2ccccn2)c1 (configuration not stated)	-7	1	2	6	-8	1	1.0
NCCN=C1NS(=O)(=O)c2ccccc21	-2	1	-5	/	/	/	1.0
CSc1oc(-c2ccco2)nc1S(=O)(=O)c1ccc(F)cc1	/	-10	-6	-8	6	4	1.1
CCOC(=O)C(Cc1ccc(O)cc1)NC(=O)CNC(=O)C(CC(C)C)NC(=O)OC(C)(C)C (configuration not stated)	/	-7	0	1	-4	10	/
COc1ccccc1-c1noc(CCC(=O)NC2CCCC2)n1	-5	-6	-4	2	1	7	0.5
C[C@H]1COc2cc(N3CCC[C@@H]3CO)ccc2S(=O)(=O)N1	/	-4	10	-10	-13	8	-1.1
O=S(=O)(c1ccc2ccccc2c1)N1CCN=C1SCc1cccnc1	/	/	6	/	2	10	/
Cc1ccc(S(=O)(=O)Nc2ccc3c(c2)OCCO3)cc1C	/	30	-22	17	3	-13	-2.4
COc1ccc(C(=O)Nc2ccc(S(=O)(=O)Nc3onc(C)c3C)cc2)c(OC)c1	/	6	/	-1	-5	-16	3.4
O=C1c2ccccc2C(=O)N1CC(O)COc1ccc(Cl)cc1 (configuration not stated)	-8	-18	19	12	-4	-21	1.0

Some of these compounds in order of their number in miR-122 sensor, ascending.
smiles	miR-122 sensor	INS-1E GSIS act	DENV2 CPE rescue	CFTR F508del cor
COc1ccc(NC(=O)O[C@@H](C)[C@@H]2CN3CCc4c([nH]c5ccc(-c6ccc(OC)cc6)cc45)[C@@H]3C[C@@H]2N(C)C(=O)Nc2ccc(OC)cc2)cc1	-5	-2	6	3.5
Cc1ccnc(NC(=O)CCc2c(C)nc3ncnn3c2C)c1	-3	/	/	/
CCN(CC(=O)Nc1c(F)cccc1F)C(=O)c1cc(-c2cccs2)nn1-c1ccccc1	1	3	?	3.4

Continued.
SMILES	miR-122 sensor	EWS-Fli inh	INS-1E GSIS act	DENV2 CPE rescue	FN deposit inh	PAX8 inh HTS	CFTR F508del cor
Cc1ccnc(NS(=O)(=O)c2ccc(NC(=O)CCOc3ccccc3)cc2)n1	7	/	29	-8	-1	14	3.9
CCOC(=O)C1CCCN(C(=O)c2ccc3oc(Cc4ccccc4)nc3c2)C1 (configuration not stated)	-2	-93	-12	1	9	-174	0.8
COc1ccc([N+](=O)[O-])cc1N(CC1CO1)S(=O)(=O)c1ccc(C)cc1 (configuration not stated)	1	2	-3	0	2	-13	3.5
O=C(NCc1cccnc1)/C(=C/c1ccccc1)NC(=O)c1ccccc1	/	-1	-2	-4	0	-3	0.7
CC1(C)Cc2ccccc2C(N/N=C/c2ccc(Cl)cc2)=N1	/	/	-15	/	4	-1	/
N#Cc1ccc(OCC(=O)OCC(=O)NCCC2=CCCCC2)cc1	/	/	-4	/	0	3	/
COc1ccc(S(=O)(=O)N2C[C@@H](O)COC[C@H]3O[C@H](CC(=O)NCc4ccc(Cl)c(Cl)c4)CC[C@@H]32)cc1	3[16.7 µM]	4	-34	7	2	15	-1.7
O=C(COc1ccc(Cl)cc1)NNC(=O)c1ccc(=O)[nH]c1	0	0	-2	-7	4	-6	3.4
CC1CN(S(=O)(=O)c2cccc(C(=O)N=c3sccn3C)c2)CC(C)O1 (configuration not stated)	13	2	23	-9	-5	1	2.2
C=CCNC(=S)N1CCN(CCN=CC2=C(O)CC(c3ccco3)CC2=O)CC1 (configuration not stated)	-1	/	2	/	-8	/	/
CCn1c(SCC(=O)O)nnc1-c1ccccc1	-2	/	/	/	6	-10	/
CCC(C(=O)Nc1cc(OC)c(NC(=O)c2ccccc2)cc1OC)c1ccccc1 (configuration not stated)	-2	6	24	-2	4	35	-1.0
CCN(CCCNC(=O)Cn1ncc2c([nH]c3ccc(C)cc32)c1=O)c1ccccc1	/	-2	11	-4	-1	8	2.2
COc1ccc(N2CCN(C(=O)CCC(=O)N3Cc4ccccc4Oc4ncccc43)CC2)cc1	3	/	-8	1	-4	7	-1.8
CCN(CC(=O)NCC1CCCO1)S(=O)(=O)c1ccc(Cl)cc1 (configuration not stated)	/	-7	9	7	0	-4	-2.9
CN(C)C(=O)c1ccc(-c2ccc3c(c2)[C@H]2[C@H](CCN2S(=O)(=O)c2cn(C)cn2)[C@H](CO)N3)cc1	-5[16.7 µM]	2	13	?	7	-2	0.6
